Screening results (PubChem)
CAL PDZ FP-1 – CAL PDZ peptide-binding inhibitors, primary screen, biochemical, fluorescence polarization, Cer-tagged CAL PDZ, HTS. Golgi-associated PDZ and coiled-coil motif-containing protein (Homo sapiens), Q9HD26. purified CAL PDZ, TMR-peptide fluorescence polarization, 1 h. inhibition, % at 20 µM. 330,000 tested, 0.02% active. AID 504414, 2011;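 active means highest replicate inhibition of at least 40%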;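 further: plate controls were DMSO neutral control wells for no effect and unlabeled competitor peptide control wells for full effect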
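System: purified tagged CAL PDZ domain construct (CerCALP). Schedule: 1 h incubation at room temperature before polarization reading. Medium: 25 mM sodium phosphate pH 7.4, 150 mM NaCl, TCEP, IgG, Thesit. Read-out: percent inhibition from loss of millipolarization. Measured by: FP readout, S and P plane fluorescence. Probe or stimulus: fluorescent TMR peptide probe.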
CDK5 p35 inh – inhibitors of human CDK5/p35 kinase, primary screen, biochemical, single concentration | 330,000 tested, 0.01% active | Recombinant CDK5/p35, ADP-Glo luminescence, 60 min | inhibition, % at 10 µM | Cyclin-dependent kinase 5 (Homo sapiens) + Cyclin-dependent kinase 5 activator 1 (Homo … | AID 488839, 2010;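 active means highest replicate inhibition of at least 50% and at least 75% of replicates reaching 50%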;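 further: plate controls were DMSO neutral control for no effect and GW8510 at 10 µM for full effect; many of its hits are not listed in these tables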
Target sequence (Q00535 whole entry, looked up): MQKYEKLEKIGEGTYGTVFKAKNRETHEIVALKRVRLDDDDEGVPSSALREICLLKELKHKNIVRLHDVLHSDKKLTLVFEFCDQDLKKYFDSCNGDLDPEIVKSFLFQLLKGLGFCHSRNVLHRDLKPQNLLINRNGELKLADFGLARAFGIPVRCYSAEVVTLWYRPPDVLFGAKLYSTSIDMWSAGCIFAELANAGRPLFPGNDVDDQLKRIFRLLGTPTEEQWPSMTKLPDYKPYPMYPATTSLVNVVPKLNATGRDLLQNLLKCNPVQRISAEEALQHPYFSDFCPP
Target sequence (Q15078 whole entry, looked up): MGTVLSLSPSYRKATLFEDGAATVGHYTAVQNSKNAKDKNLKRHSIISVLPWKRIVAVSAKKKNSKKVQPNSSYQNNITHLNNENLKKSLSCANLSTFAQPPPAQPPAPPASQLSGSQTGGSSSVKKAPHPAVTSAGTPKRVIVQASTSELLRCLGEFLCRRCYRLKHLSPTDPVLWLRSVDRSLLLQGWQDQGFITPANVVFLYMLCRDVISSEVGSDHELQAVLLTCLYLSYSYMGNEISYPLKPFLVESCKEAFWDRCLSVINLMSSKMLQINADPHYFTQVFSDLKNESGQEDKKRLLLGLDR
V-ATPase pHluor – regulators of yeast V-ATPase proton pumping, primary screen, pHLuorin cytosolic pH fluorescence | S. cerevisiae | response, % at 10 µM | 350,000 tested, 0.37% active; in the data active means response mostly above about 7.3%, no sharp cut-off; inactive means mostly below about 5.4%; further: actives read high; inactives centre near 0; some compounds called inactive have numbers as strong as hits; reference of the scale not given here
Wnt act – Wnt/beta-catenin pathway activators, primary screen, cell-based, plate reader, single point. Wnt/beta-catenin reporter cell assay, activator. activation, % at 9.35 µM. 300,000 tested, 1.2% active. AID 743398, 2014; in the data active means activation above about 30%, passing the limit was not always enough;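 further: 0% = neutral control wells and 100% = positive control wells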
Rtt109 Vps75 – inhibitors of C. albicans Rtt109/Vps75 HAT, primary screen, biochemical, ThioGlo CoA-SH fluorescence, plate reader | Histone acetyltransferase RTT109 (Candida albicans (strain SC5314 / ATCC MYA-2876)), … | purified Rtt109/Vps75, 4 h | inhibition, % at 34.9 µM | 330,000 tested, 0.16% active | AID 540336, 2011;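 active means inhibition of at least 50% in every replicate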
dFosB act – activators of delta FosB homodimer, primary screen, biochemical, fluorescence polarization, TAMRA-CDK5 oligo, single point | AID 493131, 2011 | 340,000 tested, 0.99% active | purified delta FosB; percent of positive-control signal above neutral wells | activation, % at 25 µM;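 active means mean activation above about 17%, with every replicate also reaching it, limit read from the data, passing the limit was not always enough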;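 further: fluorescence polarization rise as delta FosB binds a TAMRA Cdk5 AP-1 oligo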
RTF Ca sens act – cardiac RTF calcium sensitivity activators, primary screen, biochemical, IANBD-TnC fluorescence, EC20 calcium. AID 493008, 2010. activation, % at 7.2 µM. IANBD-labeled TnC RTF fluorescence at EC20 calcium; 0% EC20 calcium, 100% full calcium. Troponin I, cardiac muscle (Homo sapiens) + Troponin T, cardiac muscle (Homo sapiens) + …. 340,000 tested, 0.24% active;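 active means activation above the mean over all tested compounds plus 3 SD, cut at about 30% in these data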;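 further: rise in fluorescence read as greater calcium sensitivity of cardiac thin filaments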
CAL PDZ FP-2 – untagged CAL PDZ binding inhibitors, primary screen, biochemical, fluorescence polarization, HTS; inhibition, % at 24.9 µM; purified CAL PDZ, TMR-peptide fluorescence polarization, 1 h; 300,000 tested, 0.92% active; Golgi-associated PDZ and coiled-coil motif-containing protein (Homo sapiens), Q9HD26; AID 602252, 2012;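 active means mean inhibition of at least 30% with at least half of replicates also reaching 30%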;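 further: 0% = DMSO neutral control and 100% = excess unlabeled competitor peptide PRC23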
Tat export inh – E. coli Tat export inhibitors, primary screen, MC4100, TorA-mCherry reporter, fluorescence, single point | 340,000 tested, 0.036% active | inhibition, % at 10 µM;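 active means mean replicate inhibition at least 50% and at least half of replicates individually reaching 50%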;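 further: exported cargo escapes ClpAP degradation while cytoplasmic cargo is degraded and loses fluorescence; 0% = median of neutral control wells and 100% = median of NaSCN control wells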
MITF act – activators of MITF-driven TRPM1 promoter reporter, primary screen, cell-based, SK-MEL-5, luciferase, single point. 300,000 tested, 0.75% active. activation, % at 12.5 µM. SK-MEL-5 TRPM1-promoter luciferase, 24 h; % of positive control, neutral wells = 0;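 active means mean activation of at least 80% with every replicate also reaching 80%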;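 further: 0% = neutral control wells and 100% = parthenolide positive control wells; values of inactives mirror those of a sister screen read the other way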
* hit, by the source's call; · = not tested or not shown. Random draw from the library; overall some 4.1% were active at least once.

no.	compound	CAL PDZ FP-1	CDK5 p35 inh	V-ATPase pHluor	Wnt act	Rtt109 Vps75
1	CC(C)C1Nc2ccc(C(=O)O)cc2C2C=CCC21 (stereo unspecified)	-2.2	-4.9	0	1	-6
2	COC(=O)c1ccc(N2CCN(c3ccccc3)CC2)nc1	-0.7	0.9	-1	25	16
3	O=C(O)/C(=C1\OC(=O)c2ccccc21)c1ccccc1	-1.4	0.7	1	·	-1
4	O=C(CSc1nnc2c(n1)[nH]c1ccc(F)cc12)NCc1ccc(F)cc1	-2.8	-2.3	1	-2	-8
5	COc1ccc(C2/C=C\CC(NS(=O)(=O)c3ccc(C)cc3)CC(=O)N2Cc2ccccc2F)cc1 (stereo unspecified)	-0.1	2.6	0	·	4
6	CN(c1ccc(C(=O)N2CCCCCC2)cc1)S(=O)(=O)c1ccc(Cl)cc1	-1.9	-0.7	1	-1	-3
7	Cc1c(Cl)cccc1NC(=O)C(=O)NNS(=O)(=O)c1ccc(F)cc1	-1.8	-0.3	6	·	9
8	COc1cc(C2Nc3cccc4cccc(c34)N2)ccc1OC(C)=O	-0.1	-0.8	-5	·	7
9	N#CCSc1nc(-c2ccccc2)nc2ccccc12	-1.0	2.1	-4	0	-9
10	CSc1nnc(-c2ccccc2Cl)n1N	0.4	1.0	-2	·	-2
11	COc1ccc2c(Cl)c(C(=O)NC3CCS(=O)(=O)C3)sc2c1 (stereo unspecified)	-1.3	-0.9	-4	·	-7
12	CC(=O)C1=C(C)N(Cc2ccccc2)C(=O)N[C@H]1c1cccc(F)c1	0.1	0.4	3	0	9

no.	dFosB act	RTF Ca sens act	CAL PDZ FP-2	Tat export inh	MITF act
1	-15	-3	-5	-7	-11
2	-4	-2	-2	1	100*
3	-1	-9	·	-3	4
4	6	-13	-4	-7	5
5	-6	2	-3	7	12
6	-10	-5	-2	2	-19
7	-10	0	-4	-3	0
8	-7	3	-2	-1	-2
9	5	5	·	1	5
10	-2	1	·	-9	-6
11	-5	-1	-3	-5	41
12	-5	1	-4	-4	3

Next section:
no.	compound	CAL PDZ FP-1	CDK5 p35 inh	V-ATPase pHluor	Wnt act	Rtt109 Vps75
13	CC(C)(C)OC(=O)N1CCCC(C(=O)Nc2cccc(C(=O)N3CCCC3)c2)C1 (stereo unspecified)	-1.3	-0.2	-1	1	-2
14	CC1(C)COCN1C(=O)c1ccc(Cl)c(Cl)c1	-2.7	0.8	-3	3	-5
15	CN(C(=O)CC1C(=O)NCCN1Cc1c(F)cccc1Cl)C1CCOCC1 (stereo unspecified)	-2.8	-0.8	5	0	-1
16	O=P1(O)Cc2ccccc2-c2ccccc21	-0.5	0.1	-2	-1	3
17	CNC(=O)c1nn(C)c(=O)[nH]c1=O	-0.3	2.1	-5	1	11
18	CCN1CCN(c2cc(C)c3cc(NC(=O)c4ccc(C)c(C)c4)ccc3n2)CC1	·	-5.2	-5	5	-3
19	N/C(=N\c1nc2c(c(=O)[nH]1)CCCC2)Nc1ccc(Oc2ccccc2)cc1	-1.9	13	1	-2	-6
20	NC(=O)c1c(NC(=O)c2ccco2)sc2c1CCC2	-1.6	0.8	6	·	5
21	O=C1CC(C(=O)Nc2ccc(F)cc2)n2cnnc2N1 (stereo unspecified)	-2.9	3.7	1	2	4
22	CCC1CCCCN1CCCNC(=O)CC1Oc2ccc(C)cc2NC1=O (stereo unspecified)	-0.3	-0.2	-2	0	7
23	Cc1ccc(-c2csc(NC(=O)CCCc3cccs3)n2)cc1	-1.3	0.7	-2	-7	0
24	O=C(Nc1nc2ccc([N+](=O)[O-])cc2s1)c1ccc(S(=O)(=O)N2CCCc3ccccc32)cc1	0.1	1.9	-3	·	3

no.	dFosB act	RTF Ca sens act	CAL PDZ FP-2	Tat export inh	MITF act
13	-7	-2	-3	-5	-2
14	-3	1	-2	-6	3
15	-11	-1	-3	7	-2
16	-10	-5	5	-2	8
17	1	0	-4	3	-5
18	-19	1	-5	1	46
19	-2	3	-4	-6	1
20	-4	6	0	-1	62
21	-5	-4	-1	-4	-3
22	4	1	-5	3	-1
23	10	4	0	-11	8
24	-5	6	0	-3	-75

A section taken from the entries so far:
no.	compound	CAL PDZ FP-1	CDK5 p35 inh	V-ATPase pHluor	Wnt act	Rtt109 Vps75
10	CSc1nnc(-c2ccccc2Cl)n1N	0.4	1.0	-2	·	-2
11	COc1ccc2c(Cl)c(C(=O)NC3CCS(=O)(=O)C3)sc2c1 (stereo unspecified)	-1.3	-0.9	-4	·	-7
12	CC(=O)C1=C(C)N(Cc2ccccc2)C(=O)N[C@H]1c1cccc(F)c1	0.1	0.4	3	0	9
13	CC(C)(C)OC(=O)N1CCCC(C(=O)Nc2cccc(C(=O)N3CCCC3)c2)C1 (stereo unspecified)	-1.3	-0.2	-1	1	-2
14	CC1(C)COCN1C(=O)c1ccc(Cl)c(Cl)c1	-2.7	0.8	-3	3	-5
15	CN(C(=O)CC1C(=O)NCCN1Cc1c(F)cccc1Cl)C1CCOCC1 (stereo unspecified)	-2.8	-0.8	5	0	-1
16	O=P1(O)Cc2ccccc2-c2ccccc21	-0.5	0.1	-2	-1	3
17	CNC(=O)c1nn(C)c(=O)[nH]c1=O	-0.3	2.1	-5	1	11
18	CCN1CCN(c2cc(C)c3cc(NC(=O)c4ccc(C)c(C)c4)ccc3n2)CC1	·	-5.2	-5	5	-3
19	N/C(=N\c1nc2c(c(=O)[nH]1)CCCC2)Nc1ccc(Oc2ccccc2)cc1	-1.9	13	1	-2	-6
20	NC(=O)c1c(NC(=O)c2ccco2)sc2c1CCC2	-1.6	0.8	6	·	5
21	O=C1CC(C(=O)Nc2ccc(F)cc2)n2cnnc2N1 (stereo unspecified)	-2.9	3.7	1	2	4

no.	dFosB act	RTF Ca sens act	CAL PDZ FP-2	Tat export inh	MITF act
10	-2	1	·	-9	-6
11	-5	-1	-3	-5	41
12	-5	1	-4	-4	3
13	-7	-2	-3	-5	-2
14	-3	1	-2	-6	3
15	-11	-1	-3	7	-2
16	-10	-5	5	-2	8
17	1	0	-4	3	-5
18	-19	1	-5	1	46
19	-2	3	-4	-6	1
20	-4	6	0	-1	62
21	-5	-4	-1	-4	-3

The results go on.
no.	compound	CAL PDZ FP-1	CDK5 p35 inh	V-ATPase pHluor	Wnt act	Rtt109 Vps75
25	Cc1ccc(NS(=O)(=O)c2cccc(C(=O)N/N=C/c3c(C)nn(-c4ccccc4)c3N3CCCC3)c2)c(C)c1	-0.7	-0.1	3	-3	-1
26	O=C(CCc1nc(-c2ccccc2)no1)Nc1cccc(C(=O)NC2CC2)c1	-0.6	-0.2	3	-1	-18
27	Cc1cc(C)nc(OC(=O)c2c(Cl)cc(Cl)cc2Cl)n1	-1.9	0.2	-2	-3	-13
28	Cc1cc(C(=O)N(NC(=O)C(C)C)c2ccccc2)cs1	-0.2	0.6	-5	-1	-5
29	Cc1cc(Br)ccc1NC(=O)C(C)c1ccc([N+](=O)[O-])cc1 (stereo unspecified)	-1.9	-2.6	0	-1	35
30	Cc1ccc(S(=O)(=O)N2CCCCC2CCNC(=O)C(=O)Nc2ccccc2F)cc1 (stereo unspecified)	-1.2	0.5	0	-10	1
31	CCOc1ccc(-n2c(SCC(=O)NC(C)CC)nc3n[nH]c(C)c3c2=N)cc1 (stereo unspecified)	-1.6	0.2	-1	-2	-7

no.	dFosB act	RTF Ca sens act	CAL PDZ FP-2	Tat export inh	MITF act
25	-5	-2	2	5	-7
26	-7	-2	0	12	0
27	-8	8	7	6	10
28	3	5	-2	1	1
29	8	-5	-1	11	11
30	-4	3	-4	-7	-33
31	3	0	2	-5	-16
